Pin1 inhibitor: human Pin1 inhibition; Q13526; Pin1 FP peptide displacement, HiFluor488, 10 min; Potency, µM (top dose mostly 115 µM), without a hit: at the highest dose activity, negative = inhibition, actives largely listed as inhibitors; actives 0.009% (n = 390,000); active means well fitted inhibition curve with a large enough effect in the polarisation, with a control signal flat, not every such curve was filed as active; inconclusive means small, poorly fitted or top-dose-only effect, or effect the other way, or a change in a side signal; inactive means no such curve, though single readings can be large or run the other way; the % refers to the polarisation
JMJD2A Tudor: JMJD2A Tudor domain (human) inhibition; AID 504339; Potency, µM (series often up to 114 µM), for the others: top-dose activity change, negative = inhibition, most hits filed as inhibitors; AlphaScreen JMJD2A-Tudor / H3K4me3 peptide binding; actives 4.4% (n = 390,000); O75164; active means well fitted inhibition curve with a large enough effect; inconclusive means small, poorly fitted or top-dose-only effect; inactive means no such curve, though single readings can be large or run the other way; further: nearly all actives have a fitted effect of over 50% in size
Target sequence (O75164 whole entry, looked up, the tested form may be a part): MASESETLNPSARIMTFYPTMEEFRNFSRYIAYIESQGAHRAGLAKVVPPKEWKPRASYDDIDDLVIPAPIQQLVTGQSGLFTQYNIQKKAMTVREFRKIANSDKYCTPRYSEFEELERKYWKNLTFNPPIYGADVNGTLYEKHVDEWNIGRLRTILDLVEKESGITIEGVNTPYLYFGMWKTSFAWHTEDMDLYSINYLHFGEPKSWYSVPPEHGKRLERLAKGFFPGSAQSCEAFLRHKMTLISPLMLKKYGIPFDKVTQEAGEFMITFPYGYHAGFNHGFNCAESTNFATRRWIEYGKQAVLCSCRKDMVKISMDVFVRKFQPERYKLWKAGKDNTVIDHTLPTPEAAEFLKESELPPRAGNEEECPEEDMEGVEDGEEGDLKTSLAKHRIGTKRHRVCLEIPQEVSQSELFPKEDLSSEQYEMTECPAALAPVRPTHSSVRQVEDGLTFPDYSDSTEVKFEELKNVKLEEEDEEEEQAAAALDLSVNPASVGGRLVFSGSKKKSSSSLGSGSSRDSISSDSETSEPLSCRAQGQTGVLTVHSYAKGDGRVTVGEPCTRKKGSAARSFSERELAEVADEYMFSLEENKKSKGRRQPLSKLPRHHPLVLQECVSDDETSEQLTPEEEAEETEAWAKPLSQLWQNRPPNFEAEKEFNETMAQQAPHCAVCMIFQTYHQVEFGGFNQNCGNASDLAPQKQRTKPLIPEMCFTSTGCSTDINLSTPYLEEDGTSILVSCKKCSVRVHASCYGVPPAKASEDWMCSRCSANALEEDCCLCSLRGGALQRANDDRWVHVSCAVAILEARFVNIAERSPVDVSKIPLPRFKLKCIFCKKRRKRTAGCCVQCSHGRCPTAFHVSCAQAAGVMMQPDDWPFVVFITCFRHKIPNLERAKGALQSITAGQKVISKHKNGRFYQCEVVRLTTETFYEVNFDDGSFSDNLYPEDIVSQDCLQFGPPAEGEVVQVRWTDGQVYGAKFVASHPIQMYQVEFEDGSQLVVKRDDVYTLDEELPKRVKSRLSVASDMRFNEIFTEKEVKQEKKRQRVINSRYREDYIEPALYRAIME
* marks the source's active call; other numbers are inactive results; ? = inconclusive; & = joins results of further samples; [ ] = dose if it differs, or a comment. On the % scale 0 is the no-effect control and ±100 the full control effect; potency means the concentration at half of the fitted maximal effect.

Pin1 inhibitor	JMJD2A Tudor	Compound
-2%	-36%	NC(=O)c1ccccc1C[C@H](C(=O)O)N1C(=O)c2ccc(C(=O)O)cc2C1=O
5%	-10%	O=C(CNC(=O)c1cccc2ccccc12)OC(C(=O)Nc1cc(C(F)(F)F)ccc1Cl)c1ccccc1 (stereo not given)
1%	-26%	COc1ccc(OC)c(-c2nnc3n2N=C(c2c(OC)cccc2OC)CS3)c1
5%	-8%	O=C(Cc1nnc(CNC(=O)c2ccccc2)s1)Nc1ccc(C(F)(F)F)cc1Cl
1%	-14%	Cc1ccc(NS(=O)(=O)c2ccc3c(c2)CCN(C(=O)C(F)(F)F)C3)cc1C
-7%	-6%	Cc1ccccc1C[C@H](C(=O)O)N1C(=O)c2ccc(C(=O)O)cc2C1=O
12%	-14%	Cc1cc(C)n2ncc(C(=O)Nc3ccccc3)c2n1
1%	-13%	Cc1cc2c(s1)c1cnn(Cc3c(F)ccc(C)c3Cl)c(=O)c1n2C
20%	?	COc1cccc(C2c3c(ncn(-c4ccccc4SC)c3=N)Oc3ccc4ccccc4c32)c1 (stereo not given)
-2%	-30%	c1coc(CNc2nc(-c3cccs3)nc3ccccc23)c1
-1%	-13%	O=S1(=O)N=C(Oc2cccc(-c3ccccc3)c2)c2ccccc21
-1%	?	Cn1nnnc1Sc1ncnc2scc(-c3ccc(N)cc3)c12
1%	-2%	Cc1c(P(=S)(c2ccccc2)c2ccccc2)c2ccccc2n1C/C=C/c1ccccc1
6%	-7%	COC(=O)c1ccccc1NC(=O)c1ccc(C#N)cc1
?	-21%	CCn1cnc2c(Nc3ccc(CC(=O)N=C(N)N)cc3)nc(C#N)nc21

Part of the list above in order of length of the SMILES, lowest first.
Pin1 inhibitor	JMJD2A Tudor	Compound
1%	-13%	Cc1cc2c(s1)c1cnn(Cc3c(F)ccc(C)c3Cl)c(=O)c1n2C
?	-21%	CCn1cnc2c(Nc3ccc(CC(=O)N=C(N)N)cc3)nc(C#N)nc21
1%	-26%	COc1ccc(OC)c(-c2nnc3n2N=C(c2c(OC)cccc2OC)CS3)c1

Another view of some results above:
Order of results – Pin1 inhibitor	JMJD2A Tudor
- O=C(CNC(=O)c1cccc2ccccc12)OC(C(=O)Nc1cc(C(F)(F)F)ccc1Cl)c1ccccc1 (stereo not given)
    5%	-10%
- COc1ccc(OC)c(-c2nnc3n2N=C(c2c(OC)cccc2OC)CS3)c1
    1%	-26%

Other structures:
Pin1 inhibitor	JMJD2A Tudor	Compound
0%	-2%	CCCNc1nc(C#N)nc(Nc2ccccc2)n1
-3%	-16%	C=Cc1cc2c(s1)c1cnn(Cc3ccccc3F)c(=O)c1n2C
1%	-32%	Cc1cc2c(s1)c1cnn(Cc3cccc(Cl)c3)c(=O)c1n2C
-11%	-23%	CC(C)(C)c1ccc(C[C@H](C(=O)O)N2C(=O)c3ccc(C(=O)O)cc3C2=O)cc1
1%	-14%	COc1ccc(OC)c(NC(=O)C(OC(=O)CNC(=O)c2ccccc2)c2ccccc2)c1 (stereo not given)
1%	-12%	O=[S+]([O-])(c1ccc2ncsc2c1)N1CCN([S+](=O)([O-])c2c(F)cccc2F)CC1
-4%	-8%	COc1ccc(C[C@@H](NS(=O)(=O)c2ccc(C(=O)O)cc2)C(=O)O)cc1
6%	-29%	COc1ccc(-c2nnc3n2N=C(c2ccc(OC)cc2OC)CS3)cc1
1%	-20%	COc1ccc(S(=O)(=O)Nc2ccc(C)c(C)c2)cc1
-3%	-15%	Cc1ccc(NS(=O)(=O)c2cc3c(cc2N2CCC2)NC(=O)CC3)cc1C
1%	?	COc1ccc(-c2ccc3ncnc(NCc4cccs4)c3c2)cc1OC
-17%	-14%	Cc1ccc(C[C@H](C(=O)O)N2C(=O)c3ccc(C(=O)O)cc3C2=O)cc1
?	?	Cc1nnc(CN(C)c2ncnc3ccc(-c4ccc5c(c4)OCO5)cc23)o1
11%	-28%	Cc1noc(C)c1-c1ccc2ncnc(NCc3ccc(Br)cc3)c2c1
9%	-28%	CC(=O)N1c2ccc(S(=O)(=O)Nc3ccc(C)c(C)c3)cc2CC1C (stereo not given)
4%	-18%	O=C(O)c1ccc2c(c1)C(=O)N([C@H](Cc1ccc(F)cc1)C(=O)O)C2=O
14%	-17%	COc1ccc(Br)cc1S(=O)(=O)N1CCN(S(=O)(=O)c2ccc3c(c2)OCCO3)CC1
-11%	-14%	CC(C)(C)CNc1nc(C#N)nc(Nc2ccccc2)n1
4%	-33%	Cc1cc2c(s1)c1cnn(Cc3ccc(Br)cc3)c(=O)c1n2C
?	?	COc1ccc(C2c3c(nc(Cc4ccccc4)[nH]c3=O)Oc3ccc4ccccc4c32)cc1OC (stereo not given)
-10%	-23%	CN(C)c1cccc(S(=O)(=O)N2CCN(S(=O)(=O)c3ccc4c(c3)OCCO4)CC2)c1
-18%	?	O=C(O)c1ccc2c(c1)C(=O)N([C@H](Cc1ccc3ccccc3c1)C(=O)O)C2=O
-1%	-30%	CCOc1ccccc1-c1nnc2n1N=C(c1ccc(OC)c(OC)c1)CS2
-2%	-9%	O=C(Cn1cc(CNCc2ccccc2)nn1)Nc1cc(C(F)(F)F)ccc1Cl
0%	35µM*	N#Cc1cccc(OC2=NS(=O)(=O)c3ccccc32)c1
13%	-18%	Cc1cc2c(s1)c1cnn(Cc3c(F)cccc3F)c(=O)c1n2C
?	-10%	O=C(Cc1nnc(-c2nc3ccccc3[nH]2)o1)Nc1cc(C(F)(F)F)ccc1Cl
?	56µM*	CC1CCC2(C1)N=C(Nc1nc3ccccc3o1)NC1=C2C(=O)CCC1 (stereo not given)
1%&-7%	-12%&-13%	Cc1cccc(C(=O)NC2CCN(C#N)CC2)c1
5%	-30%	O=C1CCc2cc(S(=O)(=O)Nc3cccc(Oc4ccccc4)c3)ccc2N1

In another format: entries from further up.
Values in the order – Pin1 inhibitor | JMJD2A Tudor
> Cc1cc2c(s1)c1cnn(Cc3ccc(Br)cc3)c(=O)c1n2C
 : 4% | -33%
> O=C(O)c1ccc2c(c1)C(=O)N([C@H](Cc1ccc3ccccc3c1)C(=O)O)C2=O
 : -18% | ?

Other compounds follow.
Pin1 inhibitor	JMJD2A Tudor	Compound
-1%	-4%	N#CN1CCC(NS(=O)(=O)c2cccc(F)c2)C1 (stereo not given)
-2%	1%	Cc1cccc(-c2csc3ncnc(Sc4nnnn4C)c23)c1
0%	40µM*	Oc1ccc(CNc2ccccn2)c2cccnc12
?	56µM*	CC(=O)Nc1ccc(OCc2cccc(-c3nc4ccccc4c(=O)n3Cc3ccco3)c2)cc1
10%	20%	O=C(OCC#CCSc1nnc(-c2cccc3ccccc23)o1)c1ccc(F)nc1
1%	79µM*	COc1ccc(O)c(-c2nc3ccccc3c(=O)n2Cc2ccccc2)c1
2%	-5%	CC(=O)Nc1ccc(S(=O)(=O)N2CCN(S(=O)(=O)c3ccc4c(c3)OCCO4)CC2)cc1
18%	-10%	O=C(Cc1ccccc1)Nc1sc2c(c1C(=O)Nc1cccc(Cl)c1)CCCC2
-9%	-9%	Cc1ccc(N(C)S(=O)(=O)c2ccc3c(c2)CCC(=O)N3)cc1C
1%	-20%	O=c1[nH]c2ccc(S(=O)(=O)N3CCN(S(=O)(=O)c4ccc5c(c4)OCCO5)CC3)cc2[nH]c1=O
20%	?	COc1cccc(C2c3c(ncn(-c4ccccc4C(C)(C)C)c3=N)Oc3ccc4ccccc4c32)c1 (stereo not given)
-3%	-19%	COc1ccc(C2Nc3ccccc3C(=O)N2Cc2ccccc2Cl)cc1COc1ccc(NC(C)=O)cc1 (stereo not given)
11%	-33%	Cc1cc(CNc2ncnc3ccc(-c4ccc5c(c4)OCO5)cc23)c(C)o1
11%	-13%	COC/C=C/c1cc(F)c(S(=O)(=O)N2CCN(S(=O)(=O)c3ccc4c(c3)OCCO4)CC2)cc1F
-3%	89µM*	Cc1nc(CN(C)c2ncnc3cc(-c4ccc5c(c4)OCO5)ccc23)cs1
-7%	-4%	O=C1c2ccccc2C(=O)N1c1cccc2cnccc12
2%	79µM*	N#Cc1ccc(NS(=O)(=O)c2ccc3c(c2)CCC(=O)N3)cc1
-1%	-25%	Cc1cc2c(s1)c1cnn(Cc3ccc(Cl)c(F)c3)c(=O)c1n2C
9%	-22%	CCNc1cccc(S(=O)(=O)N2CCCN(S(=O)(=O)c3ccc4c(c3)OCCO4)CC2)c1
?	-13%	c1ccc(CN(Cc2ccccc2)Cc2nnc(-c3cc4ccccc4[nH]3)o2)cc1
18%	-31%	COc1ccc(C(=O)NCC(=O)OC(C(=O)Nc2cc(C(F)(F)F)ccc2Cl)c2ccccc2)cc1OC (stereo not given)
1%	14µM*	Oc1ccc(-c2nn[nH]n2)c2cccnc12
?	-12%	COc1ccc(OC)c(C2=Nn3c(nnc3-c3ccccc3O)SC2)c1
12%	-30%	CC(C)Nc1cccc(S(=O)(=O)N2CCCN(S(=O)(=O)c3ccc4c(c3)OCCO4)CC2)c1
-9%	-3%	COc1ccc(C2=Nn3c(nnc3-c3cccc(OC)c3OC)SC2)cc1OC
33%[activator]	-16%	CCOC(=O)c1ccc(-c2ccc3ncnc(NCc4cccs4)c3c2)o1
-2%	-18%	Nc1nc(Nc2cc(F)cc(F)c2)nc(NC2CCCC2)n1
1%	-28%	Cc1cc2c(s1)c1cnn(Cc3cccc(C(F)(F)F)c3)c(=O)c1n2C
-1%	5%	Cc1cc2c(s1)c1cnn(Cc3ccc(OC(F)F)cc3)c(=O)c1n2C
-2%	-24%	N#Cc1nc(NCCCO)nc(Nc2ccccc2)n1
0%	-18%	CC(C)(C)c1ccc(Nc2nc(C#N)nc(NC3CCCC3)n2)cc1
1%	-25%	Cc1cc2c(s1)c1cnn(Cc3c(F)c(F)c(C(F)(F)F)c(F)c3F)c(=O)c1n2C
-2%	-12%	Cc1noc(C)c1-c1ccc2ncnc(NCc3cccc(Cl)c3)c2c1
-1%	-18%	Cc1c([S+](=O)([O-])N2CCN([S+](=O)([O-])c3c(F)cccc3F)CC2)sc2ccc(Cl)cc12
6%	-14%	Cn1nnnc1Sc1ncnc2scc(-c3ccccc3C#N)c12
62%[activator]	?	Cc1ccc(CNc2ncnc3cc(-c4ccc5c(c4)OCO5)ccc23)o1
89%[activator]	-6%	Cc1ccc(NS(=O)(=O)c2ccc3c(c2)CCC(C)(C)O3)cc1C
4%	-5%	Nc1ccc(S(=O)(=O)N2CCN(S(=O)(=O)c3ccc4c(c3)OCCO4)CC2)cc1
-1%	?	Cc1ccc(NS(=O)(=O)c2ccc3c(c2)CC(=O)N3C)cc1C
17%	?	COc1cccc(C2c3c(ncn(-c4ccc5c(c4)OCO5)c3=N)Oc3ccc4ccccc4c32)c1 (stereo not given)
?	?	COc1cccc(C2c3c(ncn(-c4ccc(-c5ccccc5)cc4)c3=N)Oc3ccc4ccccc4c32)c1 (stereo not given)
-5%[163 µM]	112µM*	O=S1(=O)N=C(Oc2ccccc2Cl)c2ccccc21
?	50µM*	Oc1ccc(NCc2ccccc2F)c2cccnc12
15%	-16%	O=S(=O)(c1ccc2c(c1)OCCO2)N1CCN(S(=O)(=O)c2ccc(Br)cc2F)CC1
1%	-17%	O=C(NCc1ccc(F)cc1)n1cc(P(=S)(c2ccccc2)c2ccccc2)c2ccccc21
23%	?	CN1CCc2sc(NC(=O)Cc3ccccc3)c(C(=O)Nc3ccc(Cl)cc3)c2C1
5%&11%	?	O=C1CCCC2=C1[C@@]1(CCC(c3ccccc3)C1)N=C(Nc1nc3ccccc3o1)N2 (stereo not given in full)
3%	-33%	Cc1cc2c(s1)c1cnn(Cc3cccc(Br)c3)c(=O)c1n2C
1%	3%	Cc1cc2c(s1)c1cnn(Cc3ccccc3F)c(=O)c1n2Cc1ccccc1F
-19%	-6%	O=[N+]([O-])c1ccc([S+](=O)([O-])N2CCN([S+](=O)([O-])c3ccc4c(c3)OCCO4)CC2)c([N+](=O)[O-])c1

Single entries from the list:
Entry of `Cc1cc2c(s1)c1cnn(Cc3cccc(Br)c3)c(=O)c1n2C` in JMJD2A Tudor: -33%
Entry of `Cc1cc2c(s1)c1cnn(Cc3ccccc3F)c(=O)c1n2Cc1ccccc1F` in Pin1 inhibitor: 1%
Entry of `O=[N+]([O-])c1ccc([S+](=O)([O-])N2CCN([S+](=O)([O-])c3ccc4c(c3)OCCO4)CC2)c([N+](=O)[O-])c1` in JMJD2A Tudor: -6%
Entry of `CN1CCc2sc(NC(=O)Cc3ccccc3)c(C(=O)Nc3ccc(Cl)cc3)c2C1` in Pin1 inhibitor: 23%
Entry of `O=C1CCCC2=C1[C@@]1(CCC(c3ccccc3)C1)N=C(Nc1nc3ccccc3o1)N2` (stereo not given in full) in Pin1 inhibitor: 5%&11%

Screening results: PubChem BioAssay, National Center for Advancing Translational Sciences (NCATS)

These rows are one share of the data, so the mix of outcomes need not match the whole.
